Assay outcomes: PubChem, several laboratories
RmlC RmlD mix = RmlC/RmlD inhibition, mixture screen | RmlC/RmlD coupled enzyme inhibition, 384-well mixture HTS | inhibition, % at 5.5 µM | actives 0.39% (n = 110,000); in the data active = inhibition above about 30%, passing the limit was not always enough; also: strong numbers were not always called active
HIV RNase H inh = blocks HIV-1 RNase H cleavage of RNA/DNA duplex. P04585. RT-RNase H RNA/DNA duplex cleavage, fluorescence. inhibition, % at 10 µM. actives 1.9% (n = 65,000). AID 565; in the data active = inhibition above about 50%
An asterisk follows results filed as active; . = no result given. This is a subset; rates above refer to the full screens.

SMILES	RmlC RmlD mix	HIV RNase H inh
COCCN1C=C2C(=O)C(C)(OC(=O)c3cccs3)C(=O)C=C2C=C1CCCC(=O)OC (stereo not given)	-6	.
CC(C)CCNC(=O)C(c1ccco1)N(Cc1ccc(F)cc1)C(=O)c1snc(C(N)=O)c1N (stereo not given)	-178	15
CCOC(=O)C1=C(N)n2c(s/c(=C\c3cccnc3)c2=O)=C(C(=O)OCC)C1c1cccnc1 (stereo not given)	.	2
Cc1ccccc1NC(=O)CSc1nc(N)c(C#N)cc1C#N	-5	5
CCCCN(Cc1ccccc1)C(=O)C1CCN(S(=O)(=O)c2c(C)noc2C)CC1	-1	.
CCOCCCNCc1cccc(OC)c1	-13	-3
Cc1ccccc1OCc1nc(-c2ccc(-n3cccc3)cc2)no1	-14	-11
CCC(Sc1nc(C)cc(C)n1)C(=O)Nc1ccc(Cl)cn1 (stereo not given)	-175	.
Cn1c(CNc2nc3ccccc3n2C)nc2ccccc21	11	-7
COc1cccc(C(=O)CSc2nc3cccnc3n2C)c1	1	.
CC(C)C(C(=O)Nc1ccccc1)N1C(=O)c2ccccc2C1=O (stereo not given)	6	-10
CC(C)n1c(CCC(=O)O)ccc1-c1ccccc1	2	-7
CCCCOc1cccc(-c2nnc(N)s2)c1	19	-5
Cc1ccc(Nc2nc(N)nc(CN3CCCCCC3)n2)cc1	-3	3
Cc1nc(NCCN)c(C#N)c2c1COC(C)(C)C2	.	-7
COc1cc(CNCc2ccncc2)cc(Br)c1OCc1ccccc1F	4	.
O=C(Cc1ccccc1)Nc1cccc(-c2nnc(-c3ccco3)o2)c1	-3	-7
O=C(Cn1cnc2c(cnn2-c2ccc(F)cc2)c1=O)NCC1CCCO1 (stereo not given)	4	-18
Oc1ccccc1-c1cc(-c2cccc(F)c2)n[nH]1	-17	-12
COc1ccc(-c2c(C)oc3cc(O)cc(O)c3c2=O)cc1OC	-6	-15
COc1ccc2[nH]cc(C(=O)CN3CCCCC3C)c2c1 (stereo not given)	-1	0
Cc1ccc(OCCCC(=O)Nc2nncs2)cc1	0	-1
CCOc1ccc(NC(=O)N2CCN(c3nc4ccccc4s3)CC2)cc1	.	-8
Cc1ccc(-c2c(C#N)c(N)nc3c2CCCCC3)o1	-16	-17
COCCOC(=O)CC1=NC(=O)CS1	6	-2
More entries.
SMILES	RmlC RmlD mix	HIV RNase H inh
COc1cc2c(C(=O)NCCCOC(C)C)cn(CC(C)C)c(=O)c2cc1OC	-1	-1
COc1cccc(C=Nc2ccc3c(c2)OCCO3)c1O	.	-2
O=C1NC(=O)C(CC(=O)N(Cc2ccco2)C2(C(=O)NC3CCCC3)CCCCC2)N1 (stereo not given)	.	-4
COc1ccc(CN2CC34C=CC(O3)C(C(=O)O)C4C2=O)cc1 (stereo not given)	3	-7
COc1ccc(C2=NOC(C(=O)N3CCCc4ccccc43)C2)cc1 (stereo not given)	-8	-3
Cc1ccc(C)c(N2CCN(C(=O)c3ccccc3Br)CC2)c1	1	-4
O=C(c1ccco1)N1CCN(C(=O)N2c3ccccc3Sc3ccccc32)CC1	-10	-37
COc1cc(NC(=O)c2cc3nc(-c4ccccc4)cc(-c4ccccc4)n3n2)cc(OC)c1OC	-15	.
CC(=O)Oc1ccc(N2C(=O)CCC2=O)cc1	2	-4
CCOc1ccc(CCNC(=O)CCN2C(=O)COc3ccccc32)cc1OCC	9	4
COc1ccc(-c2ccc(C#N)c(SCC(=O)OCc3ccccc3)n2)cc1OC	-57	.
CCC(C)(C)n1nnnc1C(c1cccs1)N1CCN(c2nc3ccccc3s2)CC1 (stereo not given)	-6	-1
CC(C)CC(c1nnnn1Cc1ccco1)N1CCN(C2CCCC2)CC1 (stereo not given)	-1	1
O=C(CSC1c2ccccc2-c2ccccc21)N/N=C/c1ccccc1	-4	.
O=C(NCc1ccc(F)cc1)c1cc2n(n1)C(C(F)(F)F)CC(C1CC1)N2 (stereo not given)	-8	-8
COC(=O)CSc1nnc(Cc2ccccc2)n1-c1ccc(C)cc1	-7	.
COc1ccccc1-c1cc(C(F)(F)F)nc(NCc2ccco2)n1	8	-53
Cn1nc(C(F)(F)F)c2cc(NC(=O)OCc3ccc(F)cc3)sc21	-9	.
COc1ccccc1CNC(=O)C1CCN(C(=O)N(C)C)CC1	3	.
O=C(Nc1ccccc1)c1nnsc1S(=O)c1ccc(Cl)cc1 (stereo not given)	2	.
O=C(C(Cc1ccccc1)n1cccc1)N1CCN(C2CCCCC2)CC1 (stereo not given)	4	3
CC(=O)NC(c1ccccc1)c1cccnc1 (stereo not given)	-5	-12
CCC(=O)N1N=C2C3CCN(CC3)C2C1c1ccc(C)cc1 (stereo not given)	17	.
CCOC(=O)Nc1ccc2c(c1)N(C(=O)CN1CCN3CCCC3C1)c1ccccc1CC2 (stereo not given)	-5	-18
c1ccc(Nc2ccccn2)cc1	-15	.
Next section
SMILES	RmlC RmlD mix	HIV RNase H inh
CCCCNC(=O)Nc1cc(C(F)(F)F)c[nH]c1=O	13	-9
COc1cccc(C(CC(=O)NCc2ccco2)NS(=O)(=O)c2ccc(C)cc2)c1OC (stereo not given)	-5	0
COc1ccccc1OCCNc1cc(N2CCOCC2)ccc1[N+](=O)[O-]	7	.
CC(=O)Cc1nsc(NC(=O)c2ccc(-c3cc(C(F)(F)F)ccc3Cl)o2)n1	-1	-2
C/C(Cl)=C/Cn1c(=O)c2c(nc(Br)n2Cc2ccccc2)n(C)c1=O	16	-5
CCn1c(Cc2c(C)[nH]c3ccccc23)nnc1SCC(N)=O	9	-6
O=C(NC(CSCc1ccccc1)C(=O)N/N=C/c1ccc(O)cc1O)c1ccc([N+](=O)[O-])cc1 (stereo not given)	7	.
CCO[C@@H]1OC(C(=O)Nc2ccccc2)=C[C@H](C)[C@H]1CCCO	-10	.
CC(C(=O)c1c[nH]c2ccccc12)N1CCSCC1 (stereo not given)	-4	.
O=C(NCc1ccccc1)c1cc(-n2cnnc2)ccc1Cl	-5	0
CSc1nc2[nH]c3c(c2c2nncn12)CC(C)(C)OC3	7	9
O=C(N[C@@H](Cc1ccccc1)C(=O)OCc1ccccc1)c1nc[nH]c1C(=O)NC(c1ccccc1)c1ccccc1	-16	.
CCOC(=O)c1sc(NC(=O)c2cc3n(n2)C(C(F)(F)F)CC(c2cccs2)N3)c(C(=O)OCC)c1C (stereo not given)	5	.
COC(=O)C(NS(C)(=O)=O)(c1c(C)[nH]c2ccccc12)C(F)(F)F (stereo not given)	.	-6
CC(=O)c1cc(C#N)c(Oc2cccc(C(F)(F)F)c2)nc1C	-4	.
COc1cccc(C2CC(c3ccccc3OC)n3nc(N)nc3N2)c1 (stereo not given)	6	-1
COc1cc(NC2c3ccccc3C(=O)N2Cc2ccc3c(c2)OCO3)cc(OC)c1OC (stereo not given)	8	.
COC(=O)c1[nH]c2ccccc2c1NC(=O)CN1CCC(C(N)=O)(N2CCCCC2)CC1	5	-4
CCC(C)NCCOc1ccc(Br)cc1 (stereo not given)	1	.
O=C(CP(=O)(c1ccccc1)c1ccccc1)N1CCCCC1	2	-2
CC(=O)Nc1ccc(-n2c(C)c(C(C)=O)c(C(C)=O)c2C)cc1	9	4
CCCS(=O)(=O)c1c(S(=O)(=O)CCC)c2cnccn2c1C(=O)c1ccc(Cl)cc1	-13	.
CCSc1nc2cc(OC)c(OC)cc2c(=O)n1CCc1ccccc1	6	.
Cc1noc(C)c1CSc1nc2sc(C)c(C)c2c(=O)n1-c1ccccc1	-4	10
Cc1ccc(C(=O)N2CC(C)OC(C)C2)c(Cl)c1 (stereo not given)	-6	.

A stretch taken from the entries so far, for reference:
SMILES	RmlC RmlD mix	HIV RNase H inh
COc1cc2c(C(=O)NCCCOC(C)C)cn(CC(C)C)c(=O)c2cc1OC	-1	-1
COc1cccc(C=Nc2ccc3c(c2)OCCO3)c1O	.	-2
O=C1NC(=O)C(CC(=O)N(Cc2ccco2)C2(C(=O)NC3CCCC3)CCCCC2)N1 (stereo not given)	.	-4
COc1ccc(CN2CC34C=CC(O3)C(C(=O)O)C4C2=O)cc1 (stereo not given)	3	-7
COc1ccc(C2=NOC(C(=O)N3CCCc4ccccc43)C2)cc1 (stereo not given)	-8	-3
Cc1ccc(C)c(N2CCN(C(=O)c3ccccc3Br)CC2)c1	1	-4
O=C(c1ccco1)N1CCN(C(=O)N2c3ccccc3Sc3ccccc32)CC1	-10	-37
COc1cc(NC(=O)c2cc3nc(-c4ccccc4)cc(-c4ccccc4)n3n2)cc(OC)c1OC	-15	.
CC(=O)Oc1ccc(N2C(=O)CCC2=O)cc1	2	-4
CCOc1ccc(CCNC(=O)CCN2C(=O)COc3ccccc32)cc1OCC	9	4
COc1ccc(-c2ccc(C#N)c(SCC(=O)OCc3ccccc3)n2)cc1OC	-57	.
CCC(C)(C)n1nnnc1C(c1cccs1)N1CCN(c2nc3ccccc3s2)CC1 (stereo not given)	-6	-1
CC(C)CC(c1nnnn1Cc1ccco1)N1CCN(C2CCCC2)CC1 (stereo not given)	-1	1
O=C(CSC1c2ccccc2-c2ccccc21)N/N=C/c1ccccc1	-4	.
O=C(NCc1ccc(F)cc1)c1cc2n(n1)C(C(F)(F)F)CC(C1CC1)N2 (stereo not given)	-8	-8
COC(=O)CSc1nnc(Cc2ccccc2)n1-c1ccc(C)cc1	-7	.
COc1ccccc1-c1cc(C(F)(F)F)nc(NCc2ccco2)n1	8	-53
Cn1nc(C(F)(F)F)c2cc(NC(=O)OCc3ccc(F)cc3)sc21	-9	.
COc1ccccc1CNC(=O)C1CCN(C(=O)N(C)C)CC1	3	.
O=C(Nc1ccccc1)c1nnsc1S(=O)c1ccc(Cl)cc1 (stereo not given)	2	.
O=C(C(Cc1ccccc1)n1cccc1)N1CCN(C2CCCCC2)CC1 (stereo not given)	4	3

Following part
SMILES	RmlC RmlD mix	HIV RNase H inh
COc1ccccc1N1CCN(Cc2nc3ccccc3c(=O)n2CC(C)=O)CC1	-14	-7
CC(C)(O)CC[C@@H](O)[C@](C)(O)[C@H]1CC[C@@]2(O)C3=CC(=O)[C@@H]4C[C@@H](O)[C@@H](O)C[C@]4(C)C3CC[C@]12C (stereo not given in full)	-2	.
O=C(O)Cc1sc(-c2ccccc2)nc1-c1ccccc1	-10	.
COc1ccc(-n2cnnc2SCC(=O)c2ccc(S(=O)(=O)N3CCOCC3)cc2)cc1	-11	3
O=C(NCc1ccccc1Cl)C1CCN(S(=O)(=O)N2CCCCC2)CC1	6	-3
O=C1C=C(N2CCN(C3=CC(=O)CCC3)CC2)CCC1	.	-10
COc1ccccc1OC1=NS(=O)(=O)c2ccccc21	-13	-1
O=C(Oc1cccc(Oc2ccccc2)c1)N1CCOCC1	-1	-26
COc1ccc(CNC(=O)Cn2cnc3c(=O)n(C)c(=O)n(C)c32)cc1	3	-5
O=C(/C=C/c1ccccc1)N/C(=C/c1ccccc1)C(=O)NCCO	19	.
CCOC(=O)Cn1c(=O)oc2cc(S(=O)(=O)Nc3cc(OCC)ccc3OCC)ccc21	-6	2
CCS(=O)(=O)n1nc(C(=O)N2CCOCC2)nc1N	-12	4
COc1cccc(NC(=S)N(CCc2nc3cc(C)c(C)cc3[nH]2)Cc2cccnc2)c1	7	.
O=C(OCc1cnc(Cl)s1)c1cccc(Cl)c1	-4	.
COc1cccc(C(=O)O/N=C(\N)c2ccc([N+](=O)[O-])cc2)c1	-3	.
O=c1[nH]cnc2c1nc(SCc1ccccc1)n2C1OC(CO)C(O)C1O (stereo not given)	28	-2
CCC(C(=O)N1CCC2(CC1)OCCO2)c1ccccc1 (stereo not given)	-6	-5
C=CCc1ccc(OCCOc2cccc3ccc(C)nc23)c(OC)c1	-3	.
CCC/C(=N/NC(=O)c1csc(C)c1C)c1ccc(Cl)s1	-17	.
CCOc1ccc(-c2csc(C3COc4ccccc4O3)n2)cc1 (stereo not given)	9	.
Cc1ccc(C(=O)c2coc3ccc(OCC(=O)O)cc23)cc1	-12	-5
COC(=O)C1=C(C(=O)OC)[C@@H]2N(C)c3ccc(OC)cc3[C@@]23C[C@@H](C(=O)OC)N(C(=O)c2ccc(Br)cc2)C3=N1	8	.
Brc1ccccc1-c1nnc(CSc2nnc3sc4ccccc4n23)o1	7	-12
CCOc1ccc(NC(=O)CSc2nccn2C)cc1	-7	-3
O=C(CSc1nc2ccccc2n1CC(=O)NCc1ccccc1)NCc1ccco1	6	-4
Later entries.
SMILES	RmlC RmlD mix	HIV RNase H inh
Cc1sc2c(c1C)C(c1ccc(C(C)(C)C)cc1)=NCC(=O)N2CC(=O)Nc1nccs1	9	.
CCOC(=O)COc1ccc(/C=C2/SC(=Nc3ccccc3)N(Cc3cccnc3)C2=O)cc1OC	-3	.
Cc1cc(C)cc(NC(=S)N2CCC(c3nc4ccccc4s3)CC2)c1	-10	.
c1ccc(CSc2nnc(-c3ccco3)n2Cc2ccco2)cc1	1	-45
Nc1c2c(nc3ccc(Br)cc13)N(c1ccccc1)CC2	-27	.
COCCSc1nnc(NC(=O)COC)s1	-75	-5
CC(NC(=O)Cn1nc(C(=O)O)c2ccccc2c1=O)c1ccccc1 (stereo not given)	6	-2
O=S(=O)(c1ccccc1Cl)N1CCCC1c1nc(-c2ccccc2Cl)no1 (stereo not given)	4	.
Cc1ccc2[nH]c(=O)c(CN(CCO)C(=O)N(C)C)cc2c1	5	.
COc1ccc(/C=C2\SC(c3ccc(C)cc3)=NC2=O)cc1OC	14	.
CN(CCCCCC(=O)/C=N/O)Cc1ccccc1	.	0
CC1(C)Cc2ccccc2C(=O)N1	4	-10
Cc1nn(C)c(C(=O)NNC(=S)NCc2ccco2)c1Cl	-16	.
CC(=O)c1c(C)[nH]c(C(=O)CSc2nnc(CN3CCCCCC3=O)n2-c2ccccn2)c1C	-8	-1
CCOC(=O)c1oc2ccccc2c1CN1CCN(C(=O)c2ccccc2)CC1	-8	1
COCCn1c(Sc2ccccc2)nc2c1c(=O)[nH]c(=O)n2C	5	-7
